Screens: PubChem, several laboratories
HePTP inh – inhibitors of human HePTP phosphatase, primary screen, biochemical, absorbance, leukemia target. inhibition, % at 20 µM. recombinant HePTP phosphatase activity, OD absorbance. 110,000 compounds, 0.64% hits; in the data active means inhibition above about 50%;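 further: plate controls were vehicle for no effect and reference inhibitor for full effect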
Target sequence (P35236 whole entry, looked up): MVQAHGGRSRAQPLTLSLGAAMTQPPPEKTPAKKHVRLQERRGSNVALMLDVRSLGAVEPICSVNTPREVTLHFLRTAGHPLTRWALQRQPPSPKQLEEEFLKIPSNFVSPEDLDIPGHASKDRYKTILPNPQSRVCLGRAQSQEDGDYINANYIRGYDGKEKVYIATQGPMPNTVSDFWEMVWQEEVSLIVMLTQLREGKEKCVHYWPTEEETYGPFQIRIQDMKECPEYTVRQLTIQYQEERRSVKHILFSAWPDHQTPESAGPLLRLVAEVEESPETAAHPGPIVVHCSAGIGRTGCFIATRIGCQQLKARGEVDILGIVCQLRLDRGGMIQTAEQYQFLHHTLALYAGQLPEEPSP
BAP1 inh – inhibitors of BAP1 deubiquitinase, primary screen, biochemical, Ub-AMC fluorescence, kinetic. AID 436, 2006. activity remaining (% of control), % at 20 µM. recombinant BAP1, Ub-AMC hydrolysis fluorescence kinetic; hits give low values. 72,000 compounds, 0.48% hits. Ubiquitin carboxyl-terminal hydrolase BAP1 (Homo sapiens), Q92560;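 active means activity remaining at or below 50% of control, provided the compound also passes the data quality filters; inactive means the rest, including low values that fail the filters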;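 further: 100% = DMSO wells rate and 0% = substrate alone blank rate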
Starred values were filed as active, the others as inactive; . = no result given; & = joins results of further samples.

Values run as follows: HePTP inh, BAP1 inh
> COc1ccccc1/C=C1\SC(N2CCCC2)=NC1=O
    2, .
> CCN(CC)S(=O)(=O)c1ccc(NC2c3ncccc3C(=O)N2Cc2ccccc2)cc1 (stereo not drawn)
    9, 113
> CCOc1ccccc1NC(=O)c1c(NC(=O)c2cccc(F)c2)sc2c1CCC(C)C2 (stereo not drawn)
    8, .
> O=C(CN1CCC(NC(=O)c2cccc(F)c2)CC1)NCc1ccccc1F
    5, .
> Cc1c(C(N)=O)c(N)c(C(=O)c2ccccc2)n1-c1ccccc1
    8&-9, 119
> CC1(c2cccs2)CC(c2cccs2)=C(C#N)C(=O)N1 (stereo not drawn)
    0&-4, 87
> CCc1cccc(NC(=O)c2cccc(F)c2)c1
    0, .
> O=C1NC(=Nc2cccnc2)S/C1=C\c1ccc(Br)cc1
    3, .
> COc1ccccc1NC(=O)/C(=C/c1ccccc1)c1ccccc1
    -3, .
> O=C(COc1ccc([N+](=O)[O-])cc1)Nc1ccc(O)cc1C(=O)O
    3, 51
> CCOC(=O)Cc1nnc(Nc2ccc(C)cc2C)c2ccccc12
    2, .
> CC(C)C12CN3CC(C(C)C)(CN(C1)C3c1ccccc1)C2O (stereo not drawn)
    8, 97
> CCOc1cc(/C=C(\C#N)c2nc3ccccc3[nH]2)cc(I)c1OC
    -6, .
> CN1C(=O)NC(=O)/C(=C\c2cc(Cl)c(OCc3ccc(F)cc3)c(Cl)c2)C1=O
    5, .
> O=C(OCC(=O)N1CCCCC1)c1c[nH]c(=O)[nH]c1=O
    5, 105
> Cc1ccc(NC(=O)c2ccc(Cl)cc2Cl)c([N+](=O)[O-])c1
    4, .
> COc1ccc(C(C)C)cc1S(=O)(=O)Nc1ccc(Cl)cn1
    11, 96
> COc1ccc(C(=O)N2CCN(Cc3cc(OC)c(OC)cc3OC)CC2)cc1
    4, .
> c1ccc(C2=Nn3c(nnc3-c3n[nH]c4c3CCC4)SC2)cc1
    4, 119
> c1ccc2nc(-c3nc4ccccc4[nH]3)ccc2c1
    8, .
> CCOc1ccccc1NC(=O)CN(c1ccc(OC)cc1)S(=O)(=O)c1ccccc1
    -9, .
> COC(=O)[C@H](C)NC(=O)Nc1ccc(C)c(C)c1
    2, 102
> O=C1NC(=S)N(c2ccc(Br)cc2)C(=O)/C1=C\c1ccc(-c2ccc([N+](=O)[O-])cc2)o1
    8, .
> COc1cc(-c2noc(-c3ccc(F)cc3)n2)cc(OC)c1OC
    -1, .
> C=C(C)c1cccc(C(C)(C)NC(=O)Nc2ncccn2)c1
    4, 67
> O=C(Cc1ccc(Cl)cc1)Nc1ccc(Br)cn1
    ., 239
> CCOC(=O)NC(=O)CSc1nnnn1-c1ccc(Cl)cc1
    13, 109
> CC(C)Nc1nc(NC(N)=S)nc(NC(C)C)n1
    -6, .
> Cn1c(NCCO)nc2c(c1=O)C1(CCCCC1)Cc1ccccc1-2
    5, 103
> COc1ccc(OC)c(C2C(C(C)=O)=C(O)C(=O)N2c2ccc(O)cc2)c1 (stereo not drawn)
    -4, 92

Part of the list above, reformatted.
Structure: COc1ccc(OC)c(C2C(C(C)=O)=C(O)C(=O)N2c2ccc(O)cc2)c1 (stereo not drawn)
  HePTP inh: -4; BAP1 inh: 92
Structure: c1ccc(C2=Nn3c(nnc3-c3n[nH]c4c3CCC4)SC2)cc1
  HePTP inh: 4; BAP1 inh: 119
Structure: O=C1NC(=S)N(c2ccc(Br)cc2)C(=O)/C1=C\c1ccc(-c2ccc([N+](=O)[O-])cc2)o1
  HePTP inh: 8; BAP1 inh: .
Structure: O=C(OCC(=O)N1CCCCC1)c1c[nH]c(=O)[nH]c1=O
  HePTP inh: 5; BAP1 inh: 105

Further compounds:
Values run as follows: HePTP inh, BAP1 inh
> Clc1ccc(Cn2ncc3c(N4CCCCC4)ncnc32)cc1
    -7, 134
> CC(C)N(C(=O)CN(C#N)c1nc(N(C)C)nc(N(C)C)n1)c1ccccc1
    7, 86
> CC(C)c1cc(NCCN2CCOCC2)n2c(nc3ccccc32)c1C#N
    -10, .
> CCc1oc(C(=O)O)cc1CN(CC)CC
    1, 105
> O=C(Nc1ccc(N2CCOCC2)cc1)c1cccc(Cl)c1
    -7, .
> O=C(O)c1cc(/C=N\O)ccc1OCc1ccccc1
    6, 152
> Cc1onc(-c2ccccc2)c1C(=O)Nc1sc2c(c1C(N)=O)CCCC2
    1, .
> CC(NC(=O)OCc1ccccc1)C(=O)OCN1C(=O)c2ccccc2C1=O (stereo not drawn)
    8, 74
> COc1cccc(C(=O)Nc2nnc(-c3ccncc3)s2)c1
    ., 88
> N#Cc1c(SCC(N)=O)nc2c(c1-c1ccc(O)cc1)CCCC2
    14, 95
> COc1ccc(NC(=O)CSc2nc3ccc(N)cc3s2)cc1
    ., 103
> COc1ccc(Cn2nnnc2C(c2cccs2)N2CCSCC2)cc1 (stereo not drawn)
    6, 95
> COc1ccc(S(=O)(=O)N(CCc2ccccc2)CC(=O)Nc2ccccc2Cl)cc1
    4, .
> COc1ccc(CN2CCN(C(=O)CC(C)C)CC2)c2ccccc12
    2, 138
> CCOC(=O)c1[nH]c(C)c(/C=N/O)c1C
    6, 149
> CCOc1ccccc1C1NC(=O)NC(C)=C1C(=O)OCc1ccco1 (stereo not drawn)
    0, 110
> CN1C(=O)N(C)C(NC(=O)Nc2ccccc2)C1NC(=O)Nc1ccccc1 (stereo not drawn)
    4, 62
> CCC(C)NC(=O)C(NS(=O)(=O)c1cccc2nsnc12)c1ccccc1 (stereo not drawn)
    1, 79
> Brc1c(CSc2nncn2-c2ccccc2)nc2sccn12
    -4, .
> Cc1c(C(=O)Nc2ccncc2)oc2ccccc12
    7, 106
> COc1ccc(/C(O)=C2/C(=O)C(=O)N(CCCN(C)C)C2c2ccccc2)cc1Cl (stereo not drawn)
    4, 77
> CC(C)CC(=O)Nc1ccc(-c2cn3ccsc3n2)cc1
    9, 105
> CC(CN1CCCC1)OC(=O)COc1ccccc1 (stereo not drawn)
    3, 102
> Cc1c(NC(=O)c2nn3c(C(F)(F)F)c4c(nc3c2Cl)-c2ccccc2CC4)c(=O)n(-c2ccccc2)n1C
    -13, .
> O=C(Nc1ccc(N2CCCCC2)cc1)c1ccccc1
    4, 78
> CCOc1ccc(C2Nc3ccccc3NC3=C2C(=O)CC(c2ccc(OC)cc2)C3)cc1OC (stereo not drawn)
    0, .
> COc1ccccc1C/C(N)=N/OC(=O)COc1ccc(C)cc1Br
    -5, .
> COc1cc(NC(=O)c2cc3ccccc3o2)c(OC)cc1Cl
    8, 72
> COc1ccc(NC(=O)CN2CCN(CC(=O)Nc3ccc4c(c3)OCO4)CC2)cc1
    -9, 101
> COC(=O)c1ccc(/C=C2/SC(=S)N(CC(=O)O)C2=O)cc1
    6, .
> Cc1ccc(-c2nc3ccccc3o2)cc1NC(=O)COc1ccccc1[N+](=O)[O-]
    -1, .
> O=C(CSC(=S)N1CCCCC1)c1ccc([N+](=O)[O-])cc1
    0, .
> CCOc1cccc(C(=O)N(Cc2ccc(F)cc2)C2CCS(=O)(=O)C2)c1 (stereo not drawn)
    12, 103
> c1cc2c(cc1Nc1nc(-c3ccc4c(c3)OCO4)cs1)OCCO2
    1, .
> CS(=O)(=O)N(C(=O)NC(=O)NC1CCS(=O)(=O)C1)C1CCCCC1 (stereo not drawn)
    -1, 95
> CC(=O)/C=C(\C)N1N=C(c2ccccc2)CC1c1cccc([N+](=O)[O-])c1 (stereo not drawn)
    6, .
> CC(C)OC(=O)C1C(=O)CC(C)(O)C(C(=O)OC(C)C)C1c1ccc(C(C)C)cc1 (stereo not drawn)
    8, .
> COc1ccc(S(=O)(=O)N2CCN(C(=O)[C@@H]3CCC(=O)N3C3OC(=O)c4ccccc43)CC2)cc1 (stereo partly drawn)
    5, 105
> COc1ccccc1OCc1nnc(SCC(=O)NCc2ccco2)n1Cc1ccco1
    16, 88
> COc1ccc(CC(NC(C)=O)C(=O)NC2CCN(c3c4c(nc5ncnn35)CCC4)CC2)cc1 (stereo not drawn)
    -6, 99
> CC1(C)CC(NS(=O)(=O)c2cccc([N+](=O)[O-])c2)CC(C)(C)N1
    -10, .
> COc1cc([N+](=O)[O-])ccc1NC(=S)NC(=O)c1ccc(Cl)cc1
    6, .
> O=C(Nc1ccc(N2CCCC2)cc1)c1ccc(Br)o1
    5, 71
> CN(C)c1nccc(NCc2ccccc2)c1C#N
    -2, .
> CC(NC(=O)CCN1CCOCC1)C1COc2ccccc2O1 (stereo not drawn)
    13, .
> O=C(N/N=C/c1ccc(-c2ccc(Cl)cc2)o1)c1ccccc1
    6, .
> Clc1ccc(-n2ncnc2-c2ccc(Cl)cc2Cl)cc1
    -9, .
> COCCNS(=O)(=O)c1ccc(OCC(=O)OC)c(Cl)c1
    6, 77
> Cc1cc(NC(=O)C2CCCCC2C(=O)O)no1 (stereo not drawn)
    8, 104
> CCOC(=O)c1c(N2CCNCC2)c2ccccc2[nH]c1=O
    8, .
> O=C(CCN1C(=O)COc2ccccc21)NCc1cccs1
    3, 94
> COc1cccc(N(CC(=O)O)S(=O)(=O)c2ccccc2)c1
    -1&-13, 84
> CN1C(=O)/C(=C\c2cn(CCOc3ccc(Br)cc3)c3ccccc23)SC1=S
    -19, .
> Cc1sc(NC(=O)c2ccc(Br)o2)c(C(N)=O)c1C
    8, .
> O=C1CSC(=NC2CCCCC2)N1
    2, 114
> COc1cc(C2Nc3ccc(C(=O)c4ccccc4)cc3NC3=C2C(=O)CCC3)cc(OC)c1OC (stereo not drawn)
    -3, 112
> CN(C(=O)c1cccnc1)c1nnc(-c2ccccn2)s1
    7, 201
> COc1ccccc1-c1cc(C(=O)NCCN2CCOCC2)no1
    5, 98
> COCC(=O)N(C)c1nnc(-c2ccccn2)s1
    9, 363
> CC1(C)C(c2ccccc2)=NC(c2ccccc2O)N1O (stereo not drawn)
    -4, .

Following part:
Values run as follows: HePTP inh, BAP1 inh
> CCOC(=O)c1sc(N/N=C/c2ccccc2)nc1C
    10, .
> CCCOc1ccc(CN(C)C)cc1CN(C)C
    2, .
> Cc1ccc(N2NC(=O)/C(=C/c3ccc(Cl)cc3)C2=O)cc1
    -5, .
> CC1CCN(C(=O)CSc2nnc(CNC(=O)c3ccco3)o2)CC1
    8, 98
> CCN(CC)C(=O)CSc1nc2ccccc2c(=O)n1-c1ccccc1OC
    5, 108
> Oc1cccc(/C=N/Nc2nc(N3CCCC3)nc(N3CCCC3)n2)c1
    -14, .
> COc1ccc(-n2c(=O)c3c4c(sc3n3cnnc23)CCCC4)cc1
    12, .
> O=c1cc(-c2ccccc2)nc2cc(-c3ccc(F)cc3)[nH]n12
    4, .
> COc1cc(NC(=O)c2cc3nc(-c4ccco4)cc(C(F)(F)F)n3n2)cc([N+](=O)[O-])c1
    1, .
> C/C(=C\C(=O)c1ccc(Br)cc1)Nc1cccc(O)c1
    -13, .
> Nc1nc(-c2cccnc2)nn1C(=O)COc1ccccc1
    6, 46*
> CC(C)(C)n1nc2c(c1NC(=O)c1cccs1)CS(=O)C2 (stereo not drawn)
    -1, 104
> Cc1ccccc1NC(=O)CN(c1cccc([N+](=O)[O-])c1)S(=O)(=O)c1ccccc1
    ., 106
> CCOc1ccccc1N(CC(=O)NC(C)c1ccccc1)S(=O)(=O)c1ccccc1 (stereo not drawn)
    -7, .
> Cc1ccc(N2C(=O)c3ccc(C(=O)Nc4ccc([N+](=O)[O-])cc4)cc3C2=O)cc1
    ., 80
> Cc1noc(NS(=O)(=O)c2ccc(N/C=C/C(=O)c3ccc4c(c3)OCO4)cc2)c1C
    5, 60
> COc1ccccc1NC(=O)Cc1cccs1
    8, 96
> CCOC(=O)/N=C(/NC(=O)Nc1ccc(C(=O)OCC)cc1)OC
    5, 91
> C=CCN(c1ccc(C(=O)O)cc1)S(=O)(=O)c1ccc(/C=C/C(=O)O)cc1
    0, .
> CSCCNC(=O)c1ccc(C(C)(C)C)cc1
    7&8, 81
> COc1cccc(C(=O)NC(NC(=S)Nc2cc(Cl)ccc2Cl)C(Cl)(Cl)Cl)c1 (stereo not drawn)
    8, .
> O=C1NN(c2ccc(Cl)c(Cl)c2)C(=O)/C1=C/c1cccs1
    8, .
> O=C(O)CCC(=O)Nc1ccccc1C(=O)NC1CCCCC1
    -6, 106
> CCCC(OC(=O)CN1C(=O)COc2ccccc21)C(=O)NC1CCCC1 (stereo not drawn)
    5, 112
> COc1cc(S(=O)(=O)N(C)C)ccc1F
    8, 78
> CC(=O)c1ccc(N2CCN(C(=O)c3ccc(OCc4c(C)noc4C)cc3)CC2)cc1
    -4, 59
> O=C(CS(=O)(=O)Cc1ccccc1)Nc1ncccn1
    8, 107
> O=C(NCCc1ccccc1)C(=O)NCc1ccc2c(c1)OCO2
    -2, .

Complete entries, looked up by structure. Order of screens: HePTP inh | BAP1 inh
CCOC(=O)c1sc(N/N=C/c2ccccc2)nc1C reads 10 | .
Cc1ccc(N2C(=O)c3ccc(C(=O)Nc4ccc([N+](=O)[O-])cc4)cc3C2=O)cc1 reads . | 80
O=C(NCCc1ccccc1)C(=O)NCc1ccc2c(c1)OCO2 reads -2 | .
Cc1ccc(N2NC(=O)/C(=C/c3ccc(Cl)cc3)C2=O)cc1 reads -5 | .
COc1ccccc1NC(=O)Cc1cccs1 reads 8 | 96
